High-throughput results: PubChem, The Scripps Research Institute Molecular Screening Center
LEDGF integ inh: blockers of LEDGF/p75-dependent integrase strand transfer – biochemical, TR-FRET, high throughput, primary screen | HIV-1 integrase (with human LEDGF/p75) | TR-FRET IN-LEDGF/p75 DNA integration, Eu/Cy5 | inhibition, % at 3.7 µM | actives 0.64% (n = 370,000) | AID 743269, 2014;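 active = inhibition above the screen-wide mean plus 3 SD, cut at about 13% in these data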;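 note: signal is the Cy5 over europium emission ratio at 671 and 618 nm; 0% = plate median of compound wells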
PRMT1 inh: PRMT1 methyltransferase inhibitors, primary screen, biochemical, fluorescence polarization; Protein arginine N-methyltransferase 1 (Homo sapiens), Q99873; recombinant PRMT1, activity-based probe fluorescence polarization; inhibition, % at 2.79 µM; actives 1.3% (n = 370,000);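 active = inhibition above about 21% made by adding two undisclosed values, limit read from the data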
TDP2 inh: human TDP2 enzyme inhibitors, primary screen, biochemical, epi absorbance, recombinant enzyme. T5PNP hydrolysis, p-nitrophenol absorbance 415 nm. inhibition, % at 12.8 µM. actives 0.34% (n = 370,000). AID 720702, 2013;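 active = inhibition above the mean of all tested compounds plus 3 SD, set per campaign, cut at about 25% in these data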;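 note: 0% = DMSO with enzyme and 100% = buffer with substrate but no TDP2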
Target sequence (O95551 whole entry, looked up): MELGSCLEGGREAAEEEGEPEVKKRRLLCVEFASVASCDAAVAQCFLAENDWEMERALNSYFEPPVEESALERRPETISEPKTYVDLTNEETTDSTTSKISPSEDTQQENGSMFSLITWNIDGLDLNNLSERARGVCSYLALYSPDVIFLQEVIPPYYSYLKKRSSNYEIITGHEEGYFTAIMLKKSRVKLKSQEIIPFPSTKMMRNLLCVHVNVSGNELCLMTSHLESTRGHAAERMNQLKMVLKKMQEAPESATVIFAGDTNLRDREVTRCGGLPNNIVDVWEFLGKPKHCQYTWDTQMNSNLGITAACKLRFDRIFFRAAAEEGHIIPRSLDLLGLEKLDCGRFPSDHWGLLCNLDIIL
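Incubation: 2 h at 37 °C; Test system: recombinant human TDP2; Quantity: enzyme 120 nM; Read-out basis: percent inhibition; Medium: 50 mM Tris-HCl pH 7.5 with Mg2+, KCl, DTT, BSA; Repeats: single replicate; Compound: 12.8 µM single point, 1% DMSO; Signal: epi absorbance; Reagent: 5 mM T5PNP chromogenic substrate; Benchmarks: no-enzyme high, DMSO-plus-enzyme low.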
Tn7 DDE FP: inhibitors of Tn7 peptide binding to fibrin DD(E), primary screen, biochemical, fluorescence polarization, human fibrin, Tn7 probe; AID 720508, 2013; Fibrinogen beta chain (Homo sapiens), P02675; inhibition, % at 8.3 µM; FP displacement of FITC-Tn7 peptide from fibrin DD(E); 0% = median of compound wells per plate; actives 0.13% (n = 370,000);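 active = inhibition above the mean of compounds falling within the control limits plus 3 SD of them, cut at about 14% in these data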;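 note: 0% = plate median of compound wells and 100% = 10 µM Aha-Tn7 peptide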
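assay system = human clot-derived fibrin DD(E) complex | quantity = Fibrin-DD(E) at 2 µM final | timing = 10 min preincubation, 3 h with tracer, room temperature | signal = fluorescence polarization | measure = percent inhibition | benchmarks = high control wells with 10 µM unlabelled Aha-Tn7 peptide (full inhibition) | replicates = singlicate testing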
UHRF1 binding: UHRF1 methylated DNA binding inhibitors, primary screen, counter-screen for MBD2 inhibitor project, biochemical, TR-FRET, human UHRF1, single concentration; E3 ubiquitin-protein ligase UHRF1 (Homo sapiens), Q96T88; UHRF1 binding to methylated oligo; inhibition, % at 4.4 µM; actives 0.75% (n = 370,000); in the data active = inhibition above about 21%;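 note: UHRF1 SRA domain binding a hemimethylated CpG hairpin DNA probe; 0% = median of test compound wells and 100% = reference inhibitor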
DDE Tn6 FP inh: inhibitors of Tn6 peptide binding to fibrin DD(E), primary screen, biochemical, fluorescence polarization, human fibrin, Tn6 probe. inhibition, % at 8.3 µM. AID 720509, 2013. actives 0.21% (n = 370,000). Fibrin DD(E) TRITC-Tn6 fluorescence polarization displacement;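 active = inhibition above a per-campaign cutoff: mean of compounds within control limits plus 3 SD, cut at about 15% in these data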;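 note: 0% = median of all compound wells on the plate and 100% = blocking peptide control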
proKLK7 act: proKLK7 zymogen activators, primary screen, biochemical, fluorescence intensity. Kallikrein-7 (Homo sapiens), P49862. purified proKLK7, EDANS-DABCYL substrate fluorescence; 100% is mature enzyme control, 0% vehicle. activation, % at 7 µM. actives 0.9% (n = 370,000). AID 652039, 2013;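 active = activation above the mean of all tested compounds plus 3 SD, computed per campaign excluding outliers beyond control limits, cut at about 13% in these data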
Target sequence (P49862 whole entry, looked up): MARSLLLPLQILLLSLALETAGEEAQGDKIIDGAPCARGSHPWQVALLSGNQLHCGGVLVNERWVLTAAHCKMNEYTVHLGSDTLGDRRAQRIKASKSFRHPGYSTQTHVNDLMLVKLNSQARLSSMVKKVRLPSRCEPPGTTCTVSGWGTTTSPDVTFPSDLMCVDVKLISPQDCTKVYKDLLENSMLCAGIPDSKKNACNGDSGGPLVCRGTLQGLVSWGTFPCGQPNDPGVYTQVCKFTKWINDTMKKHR
SIAE primary: human SIAE inhibitors, primary screen, biochemical, fluorescence polarization, FP-Rh probe, 1536-well HTS | SIAE FP-Rh probe binding | inhibition, % at 9.66 µM | actives 0.69% (n = 370,000) | AID 1053197, 2014;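 active = inhibition above a cutoff: mean of compounds within the control limits plus 3 SD of those, cut at about 17% in these data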;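 note: 0% = plate median of compound wells and 100% = probe without SIAE protein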
TCR-CD3 inh: inhibitors of human TCR-CD3 interaction, primary screen, biochemical, fluorescence, TAMRA-labeled TCR probe; inhibition, % at 9.4 µM; AID 651800, 2012; T-cell receptor (TCR); actives 0.37% (n = 360,000); in the data active = inhibition above about 19%;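 note: recombinant mutant TCR 2C K166C tagged with TAMRA read by polarization; 0% = receptor in buffer alone and 100% = receptor with positive control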
MBD2 inh: inhibitors of MBD2 binding to methylated DNA, primary screen, biochemical, TR-FRET, DNA-binding domain, human. MBD2 binding to methylated oligonucleotide. actives 0.31% (n = 370,000). inhibition, % at 4.4 µM. Methyl-CpG-binding domain protein 2 (Homo sapiens), Q9UBB5. AID 686964, 2013; in the data active = inhibition above about 13%
Target sequence (Q9UBB5 whole entry, looked up, the tested form may be a part): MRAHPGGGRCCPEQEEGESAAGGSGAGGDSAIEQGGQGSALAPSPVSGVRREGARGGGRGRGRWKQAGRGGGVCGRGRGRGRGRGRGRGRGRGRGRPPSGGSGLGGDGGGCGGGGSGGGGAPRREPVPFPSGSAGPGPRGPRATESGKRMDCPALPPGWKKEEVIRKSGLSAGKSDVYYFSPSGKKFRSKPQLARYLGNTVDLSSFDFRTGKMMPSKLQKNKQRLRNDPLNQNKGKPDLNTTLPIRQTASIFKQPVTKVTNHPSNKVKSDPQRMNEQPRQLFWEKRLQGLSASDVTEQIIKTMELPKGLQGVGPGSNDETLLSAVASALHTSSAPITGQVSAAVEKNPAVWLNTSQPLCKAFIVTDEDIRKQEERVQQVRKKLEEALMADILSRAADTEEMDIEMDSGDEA
Numbers without * were called inactive; . = not tested or not shown.

no.	SMILES	LEDGF integ inh	PRMT1 inh	TDP2 inh	Tn7 DDE FP	UHRF1 binding	DDE Tn6 FP inh	proKLK7 act	SIAE primary	TCR-CD3 inh	MBD2 inh
1	CCOC(=O)[C@]12CCCC=C1N(Cc1ccc(OC)cc1)C(=O)[C@@H]2CC(=O)N1CCOCC1	4.7	-1.0	-4.7	-1.3	-0.9	4.2	-0.2	-1.2	.	-2.3
2	CC1Cc2ccccc2N1C(=O)CN1C(=O)C(=O)N(Cc2ccccc2)C1=O (configuration not stated)	-4.0	0.0	-12.1	8.0	1.9	7.1	0.0	-12.2	6.7	0.3
3	CC(C)=C1C2C=CC1C(C(=O)Nc1cc(C)ccc1C)C2C(=O)O (configuration not stated)	3.1	-1.7	-7.8	-3.2	-2.5	5.4	0.0	-3.4	4.5	4.5
4	CCOC(=O)c1ccc(N/C=C/C(=O)c2ccco2)cc1	0.2	-2.0	3.6	-10.3	-2.6	-7.4	-0.1	-1.4	6.5	-3.8
5	Cc1ccc([C@H]2C[C@@H](O)[C@H](n3cc(-c4ccc(F)cc4)nn3)CN2C(=O)c2cccs2)cc1	-4.9	7.0	1.7	3.4	7.2	-5.8	0.4	-18.4	-8.2	8.0
6	COc1ccccc1N(CC(=O)NCc1ccccc1)C(=O)CCC(=O)Nc1cc(C)ccn1	1.4	1.8	-2.3	-4.2	-1.7	3.4	-0.2	-1.6	0.5	1.0
7	N#Cc1ccccc1NC(=O)CN1C(=O)NC(Cc2c[nH]c3ccccc23)C1=O (configuration not stated)	-2.7	2.6	-8.1	8.6	11.7	2.3	-0.3	-6.8	-0.7	6.5
8	Cc1cc(C)c2c(=O)[nH]n(C(C)C)c2n1	0.6	1.9	-17.4	-4.4	4.0	-3.3	2.2	6.7	6.9	0.6
9	CN1CCc2c(sc3c2c(=O)n(-c2cccc(Cl)c2)c2nncn32)C1	0.7	15.4	-0.8	-0.3	-1.2	1.8	-0.1	-0.2	2.2	-0.1
10	CCN(C[C@H]1N[C@@](C)(C(=O)OC)[C@H]2C(=O)N(C)C(=O)[C@@H]12)C(=O)COC	-0.7	1.9	6.3	10.5	-1.4	3.1	0.1	-0.8	12.4	-0.3
11	CCCn1c(=O)c2sccc2n2c(CCCC(=O)NCC3CCCO3)nnc12 (configuration not stated)	3.5	-1.5	13.6	-6.4	-2.9	-3.6	-0.3	-6.4	7.6	-4.1
12	COc1ccc2ccccc2c1C1NC(=O)c2ccccc2N1 (configuration not stated)	0.1	-8.8	1.8	-4.0	-0.4	7.3	16.0*	1.1	1.5	-3.3
13	Cc1ccccc1NC(=O)C(=O)NNC(=O)COc1ccc2ccccc2c1	-0.9	0.8	-0.8	0.6	-0.3	0.9	0.1	-4.3	3.1	-1.1
14	COC(=O)c1[nH]c2cccc(Cl)c2c1NC(=O)CN(C)C1CCCCC1	-3.7	-0.7	-2.7	1.4	0.1	-7.2	0.1	9.5	10.7	5.7
15	Fc1ccc(/C=N/NC(=S)NCCc2ccccc2)cc1F	3.7	-1.0	7.0	2.9	0.2	2.5	-0.3	5.0	-1.0	-3.2
16	O=C1c2ccccc2C(=O)N1Cc1nc(-c2ccccn2)no1	2.5	-1.3	0.7	-5.1	0.7	1.8	-0.7	3.0	4.3	-3.7
17	CCN(CC)C(=O)C(=O)N/N=C/c1ccc(F)cc1	-3.7	2.0	2.0	-1.1	2.3	1.7	-0.4	1.3	-1.5	3.5
18	CCNC(=O)N1CCN(c2ccc(N3CCN(C(=O)NCC)[C@H](C)C3)c(C)c2)[C@@H](C)C1	1.2	2.0	8.5	5.0	0.3	-4.6	0.8	0.1	5.0	-5.1
19	CCOC(=O)c1ccc(N2CCN(c3cc(C)ccc3C)CC2)c(N)c1	-4.1	1.8	-3.0	3.4	3.1	4.5	-0.3	3.0	-6.6	2.3
20	C=CCOc1ccc(/C=C/C(C)=N\O)cc1	-2.5	-0.4	5.2	-1.6	-1.3	5.5	-0.5	1.5	2.1	-0.8
21	CC(O)(c1cccnc1)c1nc(-c2cccc(C#N)c2)cs1 (configuration not stated)	-1.5	-1.5	14.3	-0.2	-0.3	12.5	0.1	-1.8	1.9	1.7
22	CCOC(=O)Cn1c2ccc(OC)cc2c2nc3ccccc3nc21	1.1	3.9	10.9	-3.0	-4.6	-4.2	0.1	1.6	3.2	-2.0
23	COC(=O)c1ccc(C2NC(=S)N(c3ccccc3)C(C)=C2C(=O)Nc2ccccc2OC)cc1 (configuration not stated)	-1.6	6.4	-3.2	-2.6	0.5	-6.9	0.2	-2.4	-1.7	-5.4
24	N#Cc1cc2c(nc1SCc1ccncc1)CCC2	2.2	37.5*	-3.6	-6.7	1.9	0.0	1.2	0.5	-0.4	-9.2
25	COC(=O)[C@@]12C[C@@H](CC(=O)NCc3cccs3)C(=O)N(CCc3ccc(OC)c(OC)c3)C1=CCC(C)(C)C2	0.2	-3.9	4.2	3.1	-3.7	4.7	0.4	-0.7	9.7	1.3
26	COc1ccc(-c2n[nH]c(=S)o2)c(OC)c1	-1.0	1.7	4.4	-5.1	-0.5	-2.8	1.4	-0.5	-1.1	-6.5
27	COc1ccc(NC(=S)N(CCCN2CCCCCC2)Cc2cccs2)cc1	1.7	-0.6	-2.2	2.0	-0.7	-2.9	-0.4	5.1	2.0	3.8
28	O=C(CCN1C(=O)c2ccccc2S1(=O)=O)Nc1ccccc1	-3.5	2.5	0.2	4.5	0.4	-3.8	0.5	3.3	1.6	-0.9
29	CC(C)(C)N(Cc1ccccc1)C(=O)COC(=O)C1CC1	2.2	-0.9	-0.4	-4.4	3.9	1.2	-0.5	-1.2	-4.3	0.3
30	O=c1[nH]c(SCc2ccccc2[N+](=O)[O-])nc2nc[nH]c12	-1.0	-1.9	18.4	6.0	1.4	-3.3	-0.3	-0.2	4.9	1.9
31	COc1ccc(-c2cc(C(=O)Nc3cc(C)on3)c3ccccc3n2)c(OC)c1	-2.4	5.4	-8.4	-1.7	3.7	-5.3	-0.3	-5.3	0.6	-2.2
32	COc1ccc(OC)c(-c2c3c([nH]c(=S)c2C#N)CCCC3)c1	0.8	9.4	6.0	2.2	0.4	1.1	-0.2	0.6	5.7	0.2
33	O=C(OCCN1CCN(C2CN(Cc3cn(Cc4ccccc4F)nn3)S(=O)(=O)C2)CC1)c1cc2ccccc2o1 (configuration not stated)	1.7	-10.0	-0.7	-5.6	14.2	7.5	-0.1	-4.5	.	11.6
34	Cc1cc(C)n(CCc2nc(-c3cccs3)cs2)n1	0.3	6.4	11.3	-1.9	-1.9	-3.7	-1.6	-1.2	0.8	2.9
35	CC(C)[C@H](NC(=O)[C@@H]1CSCN1C(=O)OC(C)(C)C)C(=O)NCC1CCC(C(=O)O)CC1 (some centres not stated)	-1.5	2.7	-2.8	2.9	1.1	8.4	-1.0	1.8	-1.5	-1.6
36	Nc1ccccc1SCc1cn2ccccc2n1	0.6	1.1	14.8	6.1	-3.6	10.6	0.8	5.8	-3.3	1.8
37	CC(C)(C)C1CCSC2=NCCC[C@]2(c2ccccc2)C1 (some centres not stated)	2.2	-0.8	-8.8	-4.9	-1.5	-1.8	-0.4	0.3	2.9	-6.4
38	COc1ccc(-c2nnn(CC(=O)N3CCN(c4ccc(F)cc4)CC3)n2)cc1	3.8	-0.2	0.0	-1.3	6.0	-0.3	0.8	-4.0	5.1	-0.6
39	CCCCCCC(C)n1cc(C(C)=O)c(=O)n(C)c1=O (configuration not stated)	-5.2	1.0	-0.9	1.9	2.0	-9.1	-0.1	-0.3	-5.6	-2.5
40	COC(=O)C1=C(C)NC(=O)C1(NC(=O)c1cccnc1)C(F)(F)F (configuration not stated)	1.6	-1.4	1.1	-0.6	-0.9	-6.8	0.5	4.6	1.8	2.8
41	CCCNc1c(NS(=O)(=O)c2ccc(C)c(C)c2)c(=O)oc2ccccc12	-3.6	1.5	1.6	7.8	1.7	0.5	-0.2	-1.3	-5.2	4.8
42	COc1cccc(OC)c1C(=O)NCCN1CCN(C(=O)c2c(OC)cccc2OC)CC1	2.2	0.0	0.5	6.7	0.6	2.6	0.3	1.3	1.7	-3.8
43	Cc1ccc(NC(=S)NCc2cccs2)c(C)c1	-4.0	-1.1	-10.6	-3.5	-1.9	-1.7	0.2	-3.4	10.1	3.0
44	c1ccc(Cc2ccc(OCCn3cncn3)cc2)cc1	5.1	1.1	-1.9	-7.0	-0.4	5.6	0.4	-1.1	11.1	-5.9
45	Cc1ccc(-c2cn(-c3ccccc3)c(=S)[nH]2)cc1C	-4.1	9.8	7.0	-0.4	-0.5	5.8	0.2	5.5	-1.8	0.1
46	CN1CCN(c2ncnc3c2ncn3[C@H]2CN(Cc3ccc(C(=O)O)cc3)C[C@@H](CO)O2)CC1	0.5	2.2	0.3	-2.8	-1.8	4.3	0.0	4.6	1.5	-0.5
47	Cc1ccc(N(C)C(=O)N2CCN(S(=O)(=O)c3ccc4ccccc4c3)CC2)cc1	2.8	-1.7	-2.1	-5.8	0.9	-9.7	0.0	-3.9	9.0	-4.2
48	CC(=O)c1c(N=CN(C)C)nc(C)nc1-c1ccccc1	-5.2	-2.2	3.9	1.0	-2.6	-1.2	0.3	5.5	0.1	0.4
49	CCCNC(=O)c1cc(Cl)c(NC(=O)C2=C(C)OCCS2)cc1OC	-1.4	-0.2	-8.8	1.3	5.0	14.4	-0.6	-6.6	11.0	-8.5
50	Cc1cc(N)nc(C)c1C#N	1.9	-3.3	4.0	1.0	-5.3	4.8	-0.7	-2.0	7.5	-3.8

2 records picked at random from the list so far:
no.	SMILES	LEDGF integ inh	PRMT1 inh	TDP2 inh	Tn7 DDE FP	UHRF1 binding	DDE Tn6 FP inh	proKLK7 act	SIAE primary	TCR-CD3 inh	MBD2 inh
41	CCCNc1c(NS(=O)(=O)c2ccc(C)c(C)c2)c(=O)oc2ccccc12	-3.6	1.5	1.6	7.8	1.7	0.5	-0.2	-1.3	-5.2	4.8
45	Cc1ccc(-c2cn(-c3ccccc3)c(=S)[nH]2)cc1C	-4.1	9.8	7.0	-0.4	-0.5	5.8	0.2	5.5	-1.8	0.1
